# Screening results as filed in PubChem.
# Hsp90 Hop PPI = qHTS Assay for Disrupters of an Hsp90 Co-Chaperone Interaction; Hsp90 C-terminal peptide / TPR2A (Hop) interaction, human; AlphaScreen TPR2A-His6 binding biotin-Hsp90 C-terminal peptide; Potency, µM (doses to about 57 µM), for inactives: top-dose activity change, negative = inhibition; 0.44% of 71,000 active; active = well fitted curve in either direction with a large enough effect; inconclusive = small, poorly fitted or top-dose-only effect, or another doubt; note: potency is the fitted concentration of half-maximal effect; % is set by controls: 0 for no effect and ±100 for the full control effect; many of its hits are not listed in these tables
# BRCT inh red = qHTS Assay for Inhibitors of BRCT-Phosphoprotein Interaction (Red Fluorophore); BRCT-phosphopeptide binding, red fluorescence polarization; 0.03% of 75,000 active; Breast cancer type 1 susceptibility protein (Homo sapiens), P38398; Potency, µM (highest dose often 76.9 µM), inactives show at the top dose activity change, negative = inhibition, most hits filed as inhibitors; note: % is set by controls: 0 for no effect and ±100 for the full control effect
#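 Fluorescence polarization: 100 nM His-tagged BRCA1 BRCT with 100 nM TAMRA-labelled phospho-BACH1 decapeptide, phosphate buffer pH 7.3 with 150 mM NaCl, DTT, 0.01% Tween 20; 12 min RT. Binding inhibition seen as FP decrease.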
# CRE-bla Fsk = Cell signaling CRE-BLA (Fsk stim) | AID 662, 2007 | Potency, µM (highest dose often 38.2 µM), for the others: at the highest dose activity change, negative = inhibition, actives largely listed as activators | 2.5% of 71,000 active | CHO CRE-bla reporter (cAMP response element driving beta-lactamase), forskolin EC10, beta-lactamase ratio; active = well fitted activation curve with a large enough effect in the signal ratio, with a control signal flat, not every such curve was filed as active; inconclusive = small, poorly fitted or top-dose-only effect, or effect the other way, or a change in a side signal; the % refers to the signal ratio; note: potency is the fitted concentration of half-maximal effect; % of control where 0% means no effect
#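 The 460nm/530nm emission ratio after CCF4 loading defined %Activity, from which AC50 values were obtained. CRE-bla CHO cells received compound dilution series together with an EC10 level of NKH 477 for 3 hours at 37 degrees Celsius.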
# USP2a inh = qHTS Assay for Inhibitors of Ubiquitin-specific Protease USP2a | 0.1% of 60,000 active | USP2a enzymatic assay, qHTS inhibition | Ubiquitin carboxyl-terminal hydrolase 2 (Homo sapiens), O75604 | Potency, µM (doses to about 38.3 µM), for inactives: at the top dose activity change, negative = inhibition, most hits filed as inhibitors;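 note: potency is the fitted concentration of half-maximal effect; nearly all actives have a fitted effect of over 60% in size; plate controls were DMSO for no effect and NEM full inhibition control for full effect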
# Target sequence (O75604 whole entry, looked up): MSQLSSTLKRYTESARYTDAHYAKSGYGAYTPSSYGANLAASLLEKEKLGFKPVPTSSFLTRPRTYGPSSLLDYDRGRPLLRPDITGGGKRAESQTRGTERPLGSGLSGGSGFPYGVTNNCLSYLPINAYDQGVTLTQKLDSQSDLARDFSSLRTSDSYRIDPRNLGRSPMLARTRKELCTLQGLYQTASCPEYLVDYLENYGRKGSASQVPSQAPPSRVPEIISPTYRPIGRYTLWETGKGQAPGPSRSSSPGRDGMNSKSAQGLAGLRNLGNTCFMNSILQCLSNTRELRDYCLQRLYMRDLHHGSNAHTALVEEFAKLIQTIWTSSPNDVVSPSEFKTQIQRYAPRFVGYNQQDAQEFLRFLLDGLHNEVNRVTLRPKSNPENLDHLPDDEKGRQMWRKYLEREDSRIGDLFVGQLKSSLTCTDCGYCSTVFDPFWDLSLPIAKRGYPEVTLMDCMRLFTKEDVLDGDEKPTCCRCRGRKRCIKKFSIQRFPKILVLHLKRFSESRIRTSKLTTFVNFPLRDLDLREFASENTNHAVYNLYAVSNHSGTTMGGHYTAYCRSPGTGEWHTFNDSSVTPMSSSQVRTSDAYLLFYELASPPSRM
#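 Coupled readout: USP2-cleaved Ub-PLA2 (20nM final) turns over NBD C6-HPC (20uM final), Ex 460nm/Em 535nm after 2.5 h, time-zero read flagging artifacts. Enzyme (20nM final, pH 8.0 Tris) given 30 min RT with compound first; NEM defines full inhibition.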
# BRCT PPI green = qHTS Assay for Inhibitors of BRCT-Phosphoprotein Interaction (Green Fluorophore) | Potency, µM (doses to about 76.9 µM), for inactives: at the highest dose activity change, negative = inhibition, actives largely listed as inhibitors | Breast cancer type 1 susceptibility protein (Homo sapiens), P38398 | BRCA1 BRCT-phosphopeptide binding, green fluorescence polarization | 0.05% of 75,000 active;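 note: potency is the fitted concentration of half-maximal effect; plate controls were peptide without protein for full effect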
#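 Compounds were incubated for 12 min at room temperature with a complex of 100 nM fluorescein-tagged pBACH1 decapeptide and 250 nM His-tagged BRCT protein. Buffer was phosphate pH 7.3 with EDTA, DTT and Tween 20. Disruption of binding lowers the polarization signal.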
# GFP derepression = qHTS Assay for Epigenetic Modulators; mouse C127i GFP locus derepression, cytometry, 30 h; Potency, µM (top dose mostly 46.1 µM), for the others: at the highest dose GFP derepression (activation); 0.09% of 68,000 active; AID 597, 2007; note: % of control where 0% means no effect
#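 Read-out is the number of GFP-positive cells, scored as fluorescent objects 20 to 120 um wide, reflecting derepression of a silenced CMV-GFP reporter in murine C127i cells after 30 h compound exposure at 37 C.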
# Ub-GFP proteasome = Ubiquitin-GFP Assay | Ubiquitin-GFP reporter cells, proteasome inhibition, GFP fluorescence; response scale: untreated = 0%, 10 µM MG-132 = 100% | 67,000 tested, under 10 active | Potency, µM (series often up to 45.9 µM), inactives show at the highest dose activation (GFP accumulation), usual class: activators; active = well fitted activation curve with a large enough effect, not every such curve was filed as active; inconclusive = small, poorly fitted or top-dose-only effect, or another doubt; inactive = no such curve, though single readings can be large or run the other way; note: potency is the fitted concentration of half-maximal effect
#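 Proteasome block read as GFP accumulation: ubiquitin(G76V)-GFP U2OS cells exposed to compound (2.9 nM–46 uM) for 4 hr at 37 C. Normalization used untreated cells as 0% and 10 uM MG-132 as 100%; concentration-response curves fitted.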
# ALOX15 inhib = qHTS Assay for Inhibitors of 15-hLO (15-human lipoxygenase) | Polyunsaturated fatty acid lipoxygenase ALOX15 (Homo sapiens), P16050 | purified 15hLO-1, xylenol orange hydroperoxide absorbance | Potency, µM (doses to about 57.1 µM), for inactives: top-dose activity change, negative = inhibition, actives largely listed as inhibitors | 1.4% of 74,000 active | AID 887, 2007; note: potency is the fitted concentration of half-maximal effect; % is set by controls: 0 for no effect and ±100 for the full control effect; nearly all actives have a fitted effect of over 55% in size
#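 Compounds were preincubated 15 min at room temperature with 40 nM purified human enzyme (25 mM Hepes pH 7.5, 0.01% Triton X-100); 50 uM arachidonic acid reacted 6 min. Fe-xylenol orange detection, 30 min, absorbance ratio 573/405 nm.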
# HBB splice mod = qHTS Assay for Modulators of Hemoglobin Beta Chain Splicing | 0.06% of 65,000 active | Potency, µM (highest dose often 46.1 µM), for the others: at the top dose activation, hits mostly activators | HBB splicing reporter cell assay, activation; EGFP reporter with mutant IVS2-654 intron; response scale: normalised to 500 nM splice-correcting PNA; note: potency is the fitted concentration of half-maximal effect; 0% is about no effect
#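 Compounds were applied for 2 days to HeLa EGFP-654 cells, 500/well in Optimem with 2% FCS. The reporter's EGFP is disrupted by mis-splicing of beta-globin intron IVS2-654. Readout: summed well GFP fluorescence from 488 nm laser scanning; reference was 500 nM antisense […] 654 PNA.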
# HADH2 inhib = qHTS Assay for Inhibitors of HADH2 (Hydroxyacyl-Coenzyme A Dehydrogenase, Type II). recombinant HADH2, NADH fluorescence, beta-hydroxybutyryl-CoA. AID 886, 2007. Potency, µM (series often up to 57.1 µM), inactives show at the top dose activity change, negative = inhibition, actives largely listed as inhibitors. 3.4% of 73,000 active. 3-hydroxyacyl-CoA dehydrogenase type-2 (Homo sapiens), Q99714; note: potency is the fitted concentration of half-maximal effect; % is set by controls: 0 for no effect and ±100 for the full control effect; nearly all actives have a fitted effect of over 60% in size; many of its hits are not listed in these tables
# Target sequence (Q99714 whole entry, looked up, one chain of several): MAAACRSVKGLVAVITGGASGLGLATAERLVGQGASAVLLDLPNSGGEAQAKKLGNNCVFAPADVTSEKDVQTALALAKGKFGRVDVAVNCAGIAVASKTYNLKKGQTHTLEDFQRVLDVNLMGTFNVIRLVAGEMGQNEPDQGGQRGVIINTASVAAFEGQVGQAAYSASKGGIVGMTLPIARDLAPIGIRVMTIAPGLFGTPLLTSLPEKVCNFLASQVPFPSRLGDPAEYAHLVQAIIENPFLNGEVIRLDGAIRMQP
#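 NADH fluorescence (ex 360/em 450 nm) read every 30 s for 4 min; activity taken as last-minus-first time point difference. Enzyme 20 nM, NAD+ 1 mM, beta-hydroxybutyryl-CoA 90 uM, pH 9.0 Tris buffer.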
# DNA Pol III inh = qHTS Assay for Inhibitors of DNA Polymerase III Holoenzyme System; reconstituted DNA polymerase III holoenzyme replication, biochemical; Potency, µM (doses to about 57.1 µM), for the others: at the highest dose activity change, negative = inhibition; 0.25% of 71,000 active; AID 603, 2007; note: potency is the fitted concentration of half-maximal effect; % is set by controls: 0 for no effect and ±100 for the full control effect
#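 Reconstituted *E. coli* holoenzyme (0.35 nM Pol III, 1 nM beta, 154 nM SSB, 2 nM primase) was preincubated with compound for 15 min at RT. Synthesis on 1.4 nM ssM13Gori ran 35 min, then was stopped with PicoGreen/EDTA and read as dsDNA fluorescence.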
# * hit, by the source's call; ? = inconclusive; nt = not tested or not shown; [ ] = remark or other dose. Unless noted, calls come from the whole dose curve; as a rule, active = well fitted curve in the direction sought with a large enough effect; inconclusive = small, poorly fitted or top-dose-only effect, or another doubt; inactive = no such curve, though single readings can be large; an effect the other way counts as inactive or inconclusive.
SMILES,Hsp90 Hop PPI,BRCT inh red,CRE-bla Fsk,USP2a inh,BRCT PPI green,GFP derepression,Ub-GFP proteasome,ALOX15 inhib,HBB splice mod,HADH2 inhib,DNA Pol III inh
COC(=O)C1(CCSC)NC(c2ccccc2OC)C2C(=O)N(C)C(=O)C21 (configuration not stated),-5%,0.2%,-11%,6%,-1.5%,1%,3%,-2%,-0.3%,6%,0%
CC(C)C(=O)N(Cc1cc2ccccc2[nH]c1=O)C(C)(C)C,-5%,0.2%,-10%,2%,0.4%,3%,3%,-3%,0.5%,105%[activator],-1%
Cc1nc2ccccc2c(=O)n1C1CCCCCC1,2%,-0.3%,?,10%,-0.9%,0%,-4%,?,nt,10%,1%
COCCn1c(Cc2ccccc2)nnc1SCC(=O)NC(C)C,-3%,-0.6%,-3%,-4%,-1.6%,2%,-3%,-24%,1.0%[57.5 µM],11%,-7%
CCOC(=O)C1CCN(CC(=O)c2c(C)[nH]c3cc(C)ccc23)CC1,-1%,1.5%,?,3%,-0.5%,-4%,-14%,-14%,2.5%[1.84 µM],5%,-3%
CCOC(=O)c1ccc(NC(=O)NCc2ccn(CC)n2)cc1,-3%,-0.3%,-2%,10%,-1.3%,10%,-1%,2%,-0.7%,9%,-10%
CC(C(=O)N(C1CC1)C1(C(=O)Nc2ccccc2)CCCC1)N1C(=O)c2ccccc2C1=O (configuration not stated),0%,-1.4%,?,14%,1.1%,-2%,0%,-4%,-0.1%[57.5 µM],-10%,-4%
c1ccc(-c2cc(N3CCCCC3)ncn2)cc1,-1%,-0.5%,9%,-1%,-0.5%,-1%,-4%,-4%,-0.5%,-9%,1%
CCCN1Cc2cccc(C(=O)Nc3ccc(CN4CCCC4)cc3)c2C1=O,-7%,-0.6%,?,15%,2.1%,6%,-12%,-5%,0.3%,2%,-7%
COCCn1c(-c2ccccc2F)n[nH]c1=S,-4%,-0.2%,-4%,-3%,-3.5%,0%,-5%,?,-1.3%,?,-3%
CN(CCO)C(=O)c1cccc2c1-c1ccccc1C2=O,2%,0.6%,-2%,4%,-1.6%,-3%,5%,-4%,nt,1%,-1%
Cc1nc(=O)cc(-c2ccccc2)n1-c1ccccc1,-2%,1.1%,?,2%,-0.7%,1%,1%,5%,-1.4%,20%,-6%
CN[C@]1(C)[C@@H]2CC[C@@H](C2)C1(C)C,-3%,-1.5%,2%,-3%,-2.5%,0%,7%,8%,-0.2%,12%,-2%
O=C(Nc1ccc(CN2CCOCC2)cc1)c1cccc(F)c1,-3%,-0.8%,-7%,0%,-1.8%,-3%,0%,0%,0.5%,4%,-4%
COc1ccccc1NC(=O)c1c(NC(=O)c2ccco2)sc2c1CCC2,28%,0.0%,?,21%,16%,5%,0%,-21%,1.7%,?,1%

# One compound at a time (already shown). Order of screens: Hsp90 Hop PPI, BRCT inh red, CRE-bla Fsk, USP2a inh, BRCT PPI green, GFP derepression, Ub-GFP proteasome, ALOX15 inhib, HBB splice mod, HADH2 inhib, DNA Pol III inh
# CN[C@]1(C)[C@@H]2CC[C@@H](C2)C1(C)C reads -3%, -1.5%, 2%, -3%, -2.5%, 0%, 7%, 8%, -0.2%, 12%, -2%
# COC(=O)C1(CCSC)NC(c2ccccc2OC)C2C(=O)N(C)C(=O)C21 (configuration not stated) reads -5%, 0.2%, -11%, 6%, -1.5%, 1%, 3%, -2%, -0.3%, 6%, 0%

# (listing goes on)
SMILES,Hsp90 Hop PPI,BRCT inh red,CRE-bla Fsk,USP2a inh,BRCT PPI green,GFP derepression,Ub-GFP proteasome,ALOX15 inhib,HBB splice mod,HADH2 inhib,DNA Pol III inh
Cc1cc(Br)ccc1NC(=O)CCN1C(=O)c2ccncc2C1=O,-2%,0.5%,2%,4%,-1.1%,4%,7%,14%,0.2%,13%,-2%
Fc1ccc(CSc2nnc(-c3cccnc3)n2Cc2ccco2)cc1,-3%,1.2%,5%,-7%,-1.7%,0%,-2%,-5%,-0.5%,-4%,-6%
O=C(c1cc2ccccc2oc1=O)N1CCN(c2ccc(N3CCOCC3)nn2)CC1,-3%,-1.5%,0%,nt,-1.5%,-2%,-8%,4%,1.2%,0%,-2%
C=CCC(O)(CCN1CCCCC1)c1ccccc1 (configuration not stated),0%,-0.2%,7%,-4%,-1.3%,-4%,6%,5%,0.4%,3%,-2%
CCOc1ccc(-n2c(=O)[nH]cc(C(=O)N3CCCc4ccccc43)c2=O)cc1,-2%,0.9%,?,8%,0.0%,-1%,10%,-7%,-0.3%,7%,1%
CCC(CC)C(=O)Nc1nnc(-c2cccs2)s1,-2%,0.4%,9%,-7%,6.5%,0%,1%,-7%,nt,25µM*,-4%
CCC(Sc1nccn1C)C(=O)Nc1cccc2ccccc12 (configuration not stated),-13%[11 µM],1.0%,?,13%[7.66 µM],-1.3%,2%,7%[9.17 µM],19%[11.4 µM],-2.1%[0.0738 µM],7%[11.4 µM],-2%[11.4 µM]
COc1ccc(OC)c(-c2nnc(SCC(=O)N3CCCc4ccccc43)o2)c1,3%,1.3%,?,-3%,2.7%,0%,-10%,-10%,-1.8%,-1%,2%
O=C(Nc1ccc2c(c1)OCO2)C(c1ccccc1)N1CCC2(CC1)OCCO2 (configuration not stated),?,-1.9%,-6%,1%,-0.3%,4%,0%,-25%,-0.3%,11%,0%
CN(C)CCN1C(=O)CC[C@]2(C)C1=CC[C@@H]1[C@@H]2CC[C@]2(C)[C@H]1CC[C@]2(C)O,-2%[11 µM],0.1%[15.4 µM],0%[7.6 µM],nt,-0.3%[15.4 µM],-3%[9.22 µM],-8%[9.17 µM],11%[11.4 µM],2.4%[9.22 µM],13%[11.4 µM],-7%[11.4 µM]
N#C/C=C1\n2c(nc3ccccc32)OC12CCCCC2,0%,-0.1%,?,nt,-0.9%,-1%,2%,-3%,0.0%[57.5 µM],-6%,-6%
Cc1cc(C)n(CC(=O)n2c3ccccc3c3ccccc32)n1,1%,-1.9%,8%,5%,-2.6%,0%,8%,-2%,1.1%[9.22 µM],5%,7%
OC(COc1ccc(Cl)c2ccccc12)CN1CCN(c2ccccn2)CC1 (configuration not stated),-6%,-3.1%,?,-11%,-3.0%,-2%,-1%,?,-7.1%,-8%,2%
Cc1ccc(S(=O)(=O)NCCC(=O)OCn2nnc3ccccc3c2=O)cc1,-1%,-1.2%,-10%,-1%,-0.4%,-1%,-3%,-9%,-0.9%,9%,-5%
CN(CCC#N)S(=O)(=O)c1ccc2c(c1)c(=O)n(C)c(=O)n2C,5%,0.0%,-5%,3%,-2.3%,0%,8%,3%,0.3%,4%,2%
Nc1nc2c(c(=O)[nH]1)CN(c1ccc(S(N)(=O)=O)cc1)CN2,-1%[11 µM],-0.9%[15.4 µM],0%[7.6 µM],nt,0.0%[15.4 µM],3%[9.22 µM],-3%[9.17 µM],1%[11.4 µM],1.0%[9.22 µM],4%[11.4 µM],-11%[11.4 µM]
O=C(CSc1nc2ccccc2o1)NCCOc1ccccc1,-3%,1.5%,-15%,4%,0.4%,6%,-5%,5%,-0.8%[57.5 µM],0%,-5%
C=Cc1ccc(C=C)cc1,-5%,1.5%,-10%,nt,-2.2%,nt,nt,-16%,1.4%,-9%,12%

# Individual results from above:
# CN(CCC#N)S(=O)(=O)c1ccc2c(c1)c(=O)n(C)c(=O)n2C in Hsp90 Hop PPI is listed with 5%
# O=C(Nc1ccc2c(c1)OCO2)C(c1ccccc1)N1CCC2(CC1)OCCO2 (configuration not stated) in GFP derepression is listed with 4%
# Cc1ccc(S(=O)(=O)NCCC(=O)OCn2nnc3ccccc3c2=O)cc1 in CRE-bla Fsk is listed with -10%

# Some of the compounds tested; rates above refer to the full screens.
